Screening data as filed in PubChem.
LYPLA2 counter: blocks human lysophospholipase 2, a PME1 counter-screen. O95372. recombinant LYPLA2, FP-Rh probe fluorescence polarization. inhibition, % at 5.9 µM. hit rate 0.38% among 320,000;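 active = inhibition above the screen-wide mean plus 3 SD, limit set per campaign, cut at about 26% in these data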;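 note: 0% = LYPLA2 with DMSO and 100% = wells lacking LYPLA2 enzyme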
PAFAH1B2 FP inh: blocks human PAF acetylhydrolase 1b catalytic subunit 2 | recombinant PAFAH1B2, FP-rhodamine activity probe, fluorescence polarization | inhibition, % at 3.39 µM | hit rate 1.2% among 340,000 | AID 492953;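 active = inhibition above the mean of all tested compounds plus 3 SD, cut at about 24% in these data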;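 note: 0% = enzyme with DMSO and 100% = wells lacking PAFAH1B2; many of its hits are not listed in these tables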
Target sequence (P68402 whole entry, looked up): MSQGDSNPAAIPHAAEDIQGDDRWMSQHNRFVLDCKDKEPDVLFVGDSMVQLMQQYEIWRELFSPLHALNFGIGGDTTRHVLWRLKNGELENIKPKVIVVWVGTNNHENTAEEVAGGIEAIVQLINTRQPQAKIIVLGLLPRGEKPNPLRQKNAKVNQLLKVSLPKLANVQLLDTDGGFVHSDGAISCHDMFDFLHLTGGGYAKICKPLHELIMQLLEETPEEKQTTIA
GSTO1 counter: GSTO1 inhibition, counter-screen for RBBP9 inhibitors. recombinant GSTO1, activity-based probe fluorescence polarization. inhibition, % at 5.96 µM. hit rate 1.1% among 300,000. AID 1974;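 active = inhibition above the campaign mean inhibition plus 3 SD, cut at about 35% in these data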;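 note: 0% = GSTO1-1 with DMSO and 100% = wells lacking GSTO1-1 enzyme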
Target sequence (P78417 whole entry, looked up): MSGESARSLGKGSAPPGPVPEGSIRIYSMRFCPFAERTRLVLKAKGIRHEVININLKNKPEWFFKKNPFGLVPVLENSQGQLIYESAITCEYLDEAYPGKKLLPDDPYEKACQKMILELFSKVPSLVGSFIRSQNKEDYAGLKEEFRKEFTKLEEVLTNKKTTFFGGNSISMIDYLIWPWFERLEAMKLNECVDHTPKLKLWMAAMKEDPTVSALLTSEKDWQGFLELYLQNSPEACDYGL
PREPL inhibitor: human PREPL enzyme inhibition. recombinant PREPL, fluorescence polarization activity-based probe. inhibition, % at 5.96 µM. hit rate 0.68% among 320,000. AID 2751; in the data active = inhibition above about 43%;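 note: 0% = enzyme with DMSO and 100% = wells lacking enzyme; many of its hits are not listed in these tables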
pPAFAH inh: pPAFAH (human) enzyme inhibition. hit rate 1.5% among 330,000. recombinant pPAFAH, FP-rhodamine probe fluorescence polarization. inhibition, % at 3.39 µM. AID 463082;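 active = inhibition above the mean inhibition across the screen plus 3 SD, cut at about 25% in these data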;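 note: inhibitors block binding of the rhodamine activity-based probe so polarization drops; 0% = enzyme with DMSO and 100% = wells lacking pPAFAH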
PAD4 FP inh: PAD4 (human) enzyme inhibition | recombinant PAD4, RCA probe fluorescence polarization | Q9UM07 | hit rate 0.41% among 330,000 | AID 485272 | inhibition, % at 6.36 µM;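 active = percent inhibition above a cutoff equal to the mean of all tested compounds plus 3 SD, cut at about 15% in these data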;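 note: 0% = PAD4 with RCA probe and DMSO and 100% = probe without PAD4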
PAFAH1B3 inh: PAFAH1B3 (human) inhibition. recombinant PAFAH1B3, FP-rhodamine probe, fluorescence polarization. hit rate 0.28% among 340,000. inhibition, % at 3.39 µM;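 active = inhibition above the screen-wide average of all tested compounds plus 3 SD, cut at about 25% in these data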;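 note: 0% = enzyme with DMSO only and 100% = wells lacking PAFAH1B3 protein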
Target sequence (Q15102 whole entry, looked up): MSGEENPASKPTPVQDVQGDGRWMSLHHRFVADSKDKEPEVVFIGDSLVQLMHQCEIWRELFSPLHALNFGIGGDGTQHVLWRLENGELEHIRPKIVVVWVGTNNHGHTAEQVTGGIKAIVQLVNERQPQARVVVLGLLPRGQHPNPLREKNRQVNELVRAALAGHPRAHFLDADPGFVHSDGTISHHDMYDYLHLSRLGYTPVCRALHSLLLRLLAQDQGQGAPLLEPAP
LYPLA1 inh: blocks human lysophospholipase 1, a PME1 counter-screen; inhibition, % at 5.9 µM; hit rate 0.16% among 320,000; AID 2174; recombinant LYPLA1, FP-Rh probe fluorescence polarization; O75608;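 active = inhibition above the mean of all tested compounds plus 3 SD, set per campaign, cut at about 14% in these data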;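 note: inhibitors block serine hydrolase probe labeling of LYPLA1 so polarization falls; 0% = enzyme with DMSO and 100% = wells lacking LYPLA1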
Target sequence (O75608 whole entry, looked up): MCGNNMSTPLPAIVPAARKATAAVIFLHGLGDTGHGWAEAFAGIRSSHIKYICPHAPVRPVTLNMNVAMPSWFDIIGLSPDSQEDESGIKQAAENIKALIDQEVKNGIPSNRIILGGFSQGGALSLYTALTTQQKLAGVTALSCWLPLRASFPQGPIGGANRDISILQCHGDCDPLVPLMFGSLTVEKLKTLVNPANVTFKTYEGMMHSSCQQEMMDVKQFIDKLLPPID
PAFAH2 inh: inhibitors of human PAFAH2; AID 492956; recombinant PAFAH2, FP-rhodamine activity probe, fluorescence polarization; hit rate 0.99% among 340,000; Q99487; inhibition, % at 3.39 µM;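 active = inhibition above the mean over all tested compounds plus 3 SD, cut at about 30% in these data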;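 note: inhibitors block probe labeling of enzyme so polarization drops; 0% = enzyme with DMSO and 100% = wells lacking PAFAH2 protein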
An asterisk follows results filed as active; . = not tested or not shown. Some of the compounds tested (hit frequency here may not be typical).

SMILES	LYPLA2 counter	PAFAH1B2 FP inh	GSTO1 counter	PREPL inhibitor	pPAFAH inh	PAD4 FP inh	PAFAH1B3 inh	LYPLA1 inh	PAFAH2 inh
c1ccc2c(Nc3nc(-c4ccncc4)nc4ccccc34)cccc2c1	-6.1	.	-18.7	5.9	0.8	2.3	.	-7.0	.
CN(C)CCCNC(=O)c1ccccn1	9.2	4.2	-3.2	-0.7	10.2	-2.4	-2.2	7.2	3.9
Cc1ccc(-c2nc(CS(=O)(=O)CC(=O)NCCN3CCCC3)c(C)o2)cc1	6.8	4.9	-0.9	0.0	-1.4	-7.8	4.2	-1.8	-2.6
Cc1cc(C)cc(C(=O)NCCCN2CCOCC2)c1	-5.4	2.8	-2.5	-4.5	5.8	-4.4	12.3	-1.5	8.5
Cc1ccc(NC(=O)Cn2ncn3c(cc4ccccc43)c2=O)c(C)c1	-4.0	-0.3	1.4	7.8	5.6	-3.5	-2.4	-8.2	0.0
COCCn1c(SCC(=O)Nc2ccc(Cl)cn2)nnc1-c1ccncc1	-11.3	5.2	0.8	5.2	0.5	-7.5	7.7	-1.1	-2.5
Cc1cc(/C=C2\SC(=O)NC2=O)c(C)n1-c1ccc(N2CCOCC2)cc1	6.2	3.7	-2.5	4.0	20.2	-5.0	10.8	0.9	0.3
Cc1c(Cl)c([N+](=O)[O-])nn1CC(=O)Nc1ccc2c(c1)OCO2	-1.7	0.0	-0.9	16.1	2.6	-3.4	7.4	2.7	1.9
CC(C)(SC(=S)N1CCOCC1)C(=O)O	3.1	-0.9	5.1	1.0	2.7	-2.0	1.8	4.5	-2.1
CCC(C)NC(=O)C1CCC(=O)N1Cc1ccc(C)cc1 (centres undefined)	2.6	2.3	-1.1	3.5	-8.0	-5.9	-1.4	0.0	5.4
CC(C)C(NC(=O)CCNC(=O)c1ccccc1Cl)c1nc2ccccc2[nH]1 (centres undefined)	-0.2	3.6	.	17.4	-2.2	-1.4	6.9	0.8	1.0
CCOC(=O)Nc1ccc2c(c1)N(C(=O)N1CCN(C)CC1)c1ccccc1CC2	6.5	-2.3	6.1	-51.8	2.5	2.4	12.9	-1.4	-3.1

In the list so far, these contain a halogen:
SMILES	LYPLA2 counter	PAFAH1B2 FP inh	GSTO1 counter	PREPL inhibitor	pPAFAH inh	PAD4 FP inh	PAFAH1B3 inh	LYPLA1 inh	PAFAH2 inh
COCCn1c(SCC(=O)Nc2ccc(Cl)cn2)nnc1-c1ccncc1	-11.3	5.2	0.8	5.2	0.5	-7.5	7.7	-1.1	-2.5
Cc1c(Cl)c([N+](=O)[O-])nn1CC(=O)Nc1ccc2c(c1)OCO2	-1.7	0.0	-0.9	16.1	2.6	-3.4	7.4	2.7	1.9
CC(C)C(NC(=O)CCNC(=O)c1ccccc1Cl)c1nc2ccccc2[nH]1 (centres undefined)	-0.2	3.6	.	17.4	-2.2	-1.4	6.9	0.8	1.0

Going on with the list.
SMILES	LYPLA2 counter	PAFAH1B2 FP inh	GSTO1 counter	PREPL inhibitor	pPAFAH inh	PAD4 FP inh	PAFAH1B3 inh	LYPLA1 inh	PAFAH2 inh
COC(=O)CCCC(=O)N1CCC(CCC(=O)NC2CC2)CC1	-3.2	3.1	1.2	-0.1	5.0	-3.9	-1.2	-3.2	-1.5
O=C(N/N=C/c1ccc(Sc2nc3ccccc3s2)c([N+](=O)[O-])c1)c1ccccn1	-0.8	3.0	10.5	12.0	6.6	-0.6	-6.8	1.7	0.9
C=CCn1c(C)cc(C(=O)COC(=O)CNC(=O)c2ccccc2)c1C	-3.5	1.0	4.2	-0.7	3.3	-3.2	-3.3	-5.0	-1.6
Cc1ccc2c(c1)nnn2C1CCN(CC(=O)N2CCN(c3ccc(F)cc3)CC2)CC1	4.8	3.8	-0.6	9.4	4.3	-5.6	-1.1	3.0	-2.5
COc1ccc(Sc2nc(-c3ccccc3)ncc2OC)cc1	1.6	4.4	-1.2	-6.7	0.3	-2.4	-3.5	-0.4	8.6
CSc1ncc(Cl)c(C(=O)Nc2ccc(C)c(C)c2)n1	-1.4	0.6	-1.9	1.5	-1.5	-1.1	-2.0	-2.7	-1.8
O=C(c1cc(-c2ccc(O)cc2)on1)N1CCN(c2ccc(F)cc2)CC1	25.0	-2.3	-1.9	-12.5	-0.2	1.6	3.0	2.2	-18.8
CCCc1ccc(-c2csc(NC(=O)Cc3cccs3)n2)cc1	0.4	-0.1	-0.6	11.1	4.1	-0.7	3.2	4.7	-5.8
C[C@@H]1CN([C@H](C)CO)C(=O)c2cc(NC(=O)Nc3ccc(C(F)(F)F)cc3)ccc2O[C@H]1CN(C)Cc1ccc(Cl)c(Cl)c1	.	-9.9	.	-2.9	-17.0	1.9	-25.7	.	-26.2
Cc1c(OCC(=O)NCc2cccnc2)ccc2c3c(c(=O)oc12)CCCC3	5.5	5.2	3.4	-3.0	3.2	-3.0	3.3	0.3	4.4
O=C(Nc1ccc(F)c([N+](=O)[O-])c1)c1cccs1	6.3	7.6	-0.4	13.7	6.2	-1.6	9.9	1.8	4.9
Cc1ccc(-n2c(C)cc(C(=O)CN3CCCCC3)c2C)cc1	2.4	-0.7	5.1	-2.0	5.6	-8.1	4.8	1.9	-4.7
O=C(Nc1cccc(F)c1)C1CCCN(S(=O)(=O)c2cccc3cccnc23)C1 (centres undefined)	2.8	3.3	-7.5	-20.1	2.9	-4.3	3.8	-0.1	-10.1
Cc1cc(C(=O)Nc2nc3c(s2)CCCC3)cs1	-2.7	-0.1	-2.5	16.6	-8.1	-4.6	-3.8	-3.4	-8.5
CC/C(=N\NC(=S)NC(C)C)c1ccc(OC(F)F)cc1	6.1	6.8	7.8	-1.6	4.4	-1.3	-2.7	2.8	3.3
COc1ccc(C(=O)Nc2c(F)c(F)c(F)c(F)c2F)c(OC)c1	6.1	2.3	-8.6	-3.1	-3.4	-3.1	5.7	-4.9	8.1
CC(C)CCNC(=O)C(c1cccnc1)N(Cc1ccccc1)C(=O)Cn1nnc2ccccc21 (centres undefined)	5.0	4.7	11.1	11.3	9.8	1.8	-0.8	-0.2	7.5
N#Cc1ccc(NC(=O)Cn2cnc([N+](=O)[O-])c2)cc1	1.3	5.5	5.9	-3.2	3.7	-3.8	8.9	1.0	-2.4
CCOc1ccc(N=C2NC(=O)/C(=C/C(=O)OC)S2)cc1	1.0	-0.7	3.9	29.4	7.3	3.2	10.1	0.8	-3.4
N#C/C(C(=O)Oc1ccccc1)=C1\C=Cc2ccccc2N1	2.4	-1.1	-0.8	7.7	9.0	-2.7	0.8	1.0	6.1
Cc1cc(C)c([N+](=O)[O-])cc1-c1ccc(/C=N/NC(=O)c2nonc2N)o1	-1.2	8.3	-2.3	5.0	7.6	-0.9	8.9	-0.4	10.4
CC(=O)c1ccc(OCCCC(=O)Nc2cccc(S(=O)(=O)N3CCCCCC3)c2)cc1	.	3.4	.	14.1	1.8	-0.2	2.9	.	0.3
O=C(CNC(=O)c1ccc(Cl)cc1)OCc1nc2ccccc2s1	0.5	-0.2	7.4	-14.7	-1.3	0.1	-1.3	-1.3	-2.3
COc1cc(/C=C2\S/C(=N/S(=O)(=O)c3ccccc3)NC2=O)c([N+](=O)[O-])cc1OC	3.8	6.6	38.1*	13.0	18.3	-15.2	8.4	-2.0	15.7

Part of the list above in another layout.
Values in the order – LYPLA2 counter	PAFAH1B2 FP inh	GSTO1 counter	PREPL inhibitor	pPAFAH inh	PAD4 FP inh	PAFAH1B3 inh	LYPLA1 inh	PAFAH2 inh
Cc1cc(C(=O)Nc2nc3c(s2)CCCC3)cs1
 : -2.7	-0.1	-2.5	16.6	-8.1	-4.6	-3.8	-3.4	-8.5
COc1ccc(C(=O)Nc2c(F)c(F)c(F)c(F)c2F)c(OC)c1
 : 6.1	2.3	-8.6	-3.1	-3.4	-3.1	5.7	-4.9	8.1
COc1cc(/C=C2\S/C(=N/S(=O)(=O)c3ccccc3)NC2=O)c([N+](=O)[O-])cc1OC
 : 3.8	6.6	38.1*	13.0	18.3	-15.2	8.4	-2.0	15.7
CC(=O)c1ccc(OCCCC(=O)Nc2cccc(S(=O)(=O)N3CCCCCC3)c2)cc1
 : .	3.4	.	14.1	1.8	-0.2	2.9	.	0.3
CC(C)CCNC(=O)C(c1cccnc1)N(Cc1ccccc1)C(=O)Cn1nnc2ccccc21 (centres undefined)
 : 5.0	4.7	11.1	11.3	9.8	1.8	-0.8	-0.2	7.5
O=C(CNC(=O)c1ccc(Cl)cc1)OCc1nc2ccccc2s1
 : 0.5	-0.2	7.4	-14.7	-1.3	0.1	-1.3	-1.3	-2.3
N#C/C(C(=O)Oc1ccccc1)=C1\C=Cc2ccccc2N1
 : 2.4	-1.1	-0.8	7.7	9.0	-2.7	0.8	1.0	6.1

Other records:
SMILES	LYPLA2 counter	PAFAH1B2 FP inh	GSTO1 counter	PREPL inhibitor	pPAFAH inh	PAD4 FP inh	PAFAH1B3 inh	LYPLA1 inh	PAFAH2 inh
COC(=O)c1nnn(CC(=O)Nc2ccc(C)c(F)c2)c1C(=O)OC	5.8	3.5	4.9	4.8	-1.8	2.2	3.4	0.9	-6.6
Cc1cc(C(=O)N/N=C2\CCCC(=O)C2)c2ccccc2n1	-1.3	0.8	4.8	2.2	4.0	-1.0	2.1	-0.7	6.7
COCC(=O)Nc1cc(=O)n(C)c(=O)n1C	-5.6	4.7	3.3	4.1	-0.4	-2.7	-2.9	5.8	-1.3
Cc1cc2cc(CNC(=O)C(C)Oc3ccccc3)ccc2n1C (centres undefined)	6.9	1.6	10.7	18.1	7.2	28.7*	7.2	11.3	3.5
COCc1nnc(NC(=O)c2ccco2)s1	1.8	6.5	-1.0	0.0	1.8	-4.0	-6.0	-1.1	-6.1
Clc1ccc(C2Nc3cccc4cccc(c34)N2)cc1Cl	-4.7	7.5	23.5	6.7	6.0	-3.7	16.7	-4.8	12.3
CS/C(=C\C(=O)c1ccco1)Nc1ccccc1Cl	-0.8	-0.1	-10.2	-7.7	3.6	0.0	10.1	0.6	1.5
O=C(CN(C(=O)CCC(=O)Nc1nccs1)c1ccc2c(c1)OCO2)NCC1CCCO1 (centres undefined)	0.7	5.4	-0.7	-2.8	1.6	-1.8	3.9	1.2	1.4
CCCCOCCCNC(=O)CCCOc1ccccc1	-0.9	1.5	-4.2	5.2	6.5	0.5	0.3	-1.5	3.7
CC1CCCN(c2ccc(/C=C(\C#N)c3nn(-c4ccccc4)c(N)c3C#N)cc2[N+](=O)[O-])C1 (centres undefined)	7.2	-3.2	2.0	9.1	5.9	1.1	4.9	-3.4	-7.4
CCOc1ccc(NC(=O)CCc2nnc3ccc(N4CCC5(CC4)OCCO5)nn23)cc1	-0.9	-4.4	3.5	1.5	1.4	4.7	-2.1	-3.4	2.3
O=c1oc(-c2ccccc2NS(=O)(=O)c2ccccc2)nc2ccccc12	-1.3	5.2	-280.6	8.5	-5.6	-6.6	-1.4	-3.4	77.3*
COC(=O)C1=C(C)NC(C)=C(C(=O)OC)C1c1cc2ccc(C)cc2[nH]c1=O	8.4	-3.1	8.2	10.6	0.1	-6.8	4.2	-0.1	-5.2
